Compound activity (PubChem BioAssay)
C2C12 statin = suppressors of statin myotoxicity in C2C12 myotubes, primary screen, cell-based, single point, plate reader | C2C12 myotubes + simvastatin, ATP luminescence, 48 h; scaled: DMSO 0, geranylgeraniol control 100 | rescue of ATP level, % at 7.49 µM | actives 0.78% (n = 330,000) | AID 602340, 2012;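 active = mean ATP rescue above about 67%, or every replicate alone reaching that limit, limit read from the data, passing the limit was not always enough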;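 also: myotubes were challenged with 10 µM simvastatin during compound exposure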
GSIS activator = GLuc luminescence reporter in INS-1E cells, primary screen for activators of glucose-dependent secretion of insulin; INS-1E GLuc reporter insulin secretion, 2-3 h; activation, % at 16.6 µM; actives 0.61% (n = 370,000); AID 743287, 2014;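 active = lowest replicate activation of at least 40%, so every replicate reaches that level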;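 also: 0% = median of neutral control wells and 100% = median of IBMX positive control wells; some compounds called inactive have numbers as strong as hits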
F508del corr = F508del CFTR correction, initial screen, CFBE line, single point. activity (quench increase), % at 7.58 µM. actives 0.36% (n = 350,000). CFBE cells, YFP halide quenching; stimulated with forskolin plus potentiator P3; % fluorescence drop versus neutral controls. AID 720511, 2013;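 active = mean added fluorescence quench of at least 8% versus neutral control, with both replicates also reaching 8%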;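 also: cells transiently co-express mutant CFTR-F508del with the halide-sensitive YFP; corrector assay measuring rescue of mutant channel to the surface after 24 h compound exposure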
Cneo AK release = Cryptococcus neoformans cell lysis inducers, primary screen, AK release luminescence, single concentration; C. neoformans lysis, adenylate kinase release luminescence, 4 h; normalised: neutral wells 0, clomiphene wells 100; lysis activity, % at 15 µM; actives 0.2% (n = 360,000); AID 651654, 2012;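 active = mean lysis activity across replicates of at least 80%, whatever share of replicates individually reach that level; inactive = mean lysis activity below 80%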
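Material – log-phase Cryptococcus neoformans yeast cells · Input – 5 × 10^6 yeast cells/mL · Medium – fresh YPD growth medium · Doses – single compound concentration per well · Timing – static 4 h at 37 °C with compound, 1 h detection · Detection – adenylate kinase release luminescence · Read-out – signal increase indicating cell lysis · Control set – Clomiphene as positive lysis control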
PGC1a acetyl inh = inhibitors of PGC1a acetylation signal, primary screen, cell-based, U2OS, AlphaScreen, inhibitor mode; AlphaScreen anti-acetyl-lysine; with virally co-expressed GCN5 acetyltransferase; inhibition, % at 15.6 µM; actives 0.17% (n = 350,000);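 active = every replicate shows inhibition of at least 40%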;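 also: 0% = neutral control wells and 100% = positive control wells; some results beyond the cut were filed as inactive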
PglD inh = C. jejuni PglD acetyltransferase inhibitors, primary screen, biochemical, DTNB colorimetric, single point; actives 0.098% (n = 360,000); AID 602405, 2012; purified PglD enzyme, DTNB colorimetric CoA detection; UDP-N-acetylbacillosamine N-acetyltransferase PglD (Campylobacter jejuni); inhibition, % at 12.5 µM; in the data active = inhibition above about 16%, passing the limit was not always enough; also: strong numbers were not always called active
FN deposition inh = inhibitors of fibronectin matrix deposition, primary screen, AH1F cells, Alexa488-fibronectin fluorescence, plate reader; inhibition, % at 12.6 µM; AH1F fibroblasts, overnight; actives 0.086% (n = 350,000);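 active = mean inhibition across replicates of 30% or more, regardless of how many single replicates reach that level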;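 also: positive control wells lacked labelled fibronectin entirely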
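Assay system: AH1F fibroblasts / Quantity: 10000 cells per well / Medium: DMEM plus 2% serum, read in PBS / Reagent: labelled fibronectin 24 nM / Dosing: single dose, pinned / Times: 1 h cell attachment, overnight exposure to compound and label / Signal: fluorescence, ex 485 nm, em 525 nm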
miR-122 sensor = miR-122 Renilla sensor signal increase in Huh7, primary screen, miR-122 inhibitor project, cell-based, single point, plate reader. actives 0.3% (n = 340,000). AID 602342, 2012. activation (reporter increase), % at 12.5 µM. Huh7 miR-122 Renilla luciferase sensor, 48 h; neutral wells = 0, positive control = 100;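 active = mean replicate activation score at least 90 and every replicate individually at or above 90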;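 also: higher luciferase means less miR-122 activity so hits act as miR-122 inhibitors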
* hit, by the source's call; . = no result given; & = joins results of further samples; [ ] = another dose, or the depositor's remark. An unsorted share of the library. Share with any hit: about 2.1%.

SMILES	C2C12 statin	GSIS activator	F508del corr	Cneo AK release	PGC1a acetyl inh	PglD inh	FN deposition inh	miR-122 sensor
CC(=O)N(c1ccc(Br)cc1)C1C=CS(=O)(=O)C1 (stereo not drawn)	-9.3	0.8	-3.1	0.7	.	0.2	1.4	.
CCOc1ccc(CNC(c2ccccc2)c2ccccc2)cc1	-1.3	11.5	1.8	6.9	.	-2.1	-0.8	-4.1
O=C(OCc1cn([C@@H]2C[C@H](c3ccccc3)N(C(=O)c3cccs3)C[C@H]2O)nn1)c1ccccc1	4.9	-7.8	-0.1	-1.6	.	-3.9	2.6	3.8
COc1ccc(N(C)S(=O)(=O)c2cccc(C(=O)NC3CCC(C)CC3)c2)cc1 (stereo not drawn)	.	-25.1	0.8	.	-19.8	.	-6.0	.
CN(Cc1ccccc1)C(=O)c1[nH]cnc1C(=O)N[C@@H](Cc1ccccc1)C(=O)OCc1ccccc1	.	.	.	0.3	-21.2	1.1	.	-0.1
CCCN1C2CCCC1CC(NC(=O)c1ccc(F)cc1)C2 (stereo not drawn)	-5.6	.	.	3.0	0.0	2.4	-13.0	-6.5
C[C@H](CO)N1C[C@H](C)[C@H](CN(C)C(=O)Nc2cccc(F)c2)OCc2ccccc2-c2ccccc2C1=O	-8.5	-6.0	-0.6	48.0	1.5	3.2	-4.0	.
CN(C)C(=O)c1cccc(-c2ccc3c(c2)[C@H]2[C@H](CCN2Cc2ccccc2F)[C@H](CO)N3)c1	-12.8	-13.5	2.7	-2.2	0.8	2.5	7.8	-2.1[16.7 µM]
C[C@H](CO)N1C[C@H](C)[C@H](CN(C)C(=O)C2CCCCC2)OCc2cnnn2CCCC1=O	-3.0&12.6	5.5&17.9	-2.8&-0.8&2.5	2.5&-19.2	-3.2&-1.7	-0.6&0.3	-1.1&-7.8	-3.9&-1.4[16.7 µM]
COc1ccc(C(=O)NC2CC2)cc1OC1CCN(C(C)CSC)CC1 (stereo not drawn)	-0.8	4.4	-0.8	-0.9	-1.7	0.4	6.6	4.0

Arranged by the number under miR-122 sensor (rising): three from the list above
mol | GSIS activator | F508del corr | PGC1a acetyl inh | PglD inh | miR-122 sensor
CCCN1C2CCCC1CC(NC(=O)c1ccc(F)cc1)C2 (stereo not drawn) | . | . | 0.0 | 2.4 | -6.5
CCOc1ccc(CNC(c2ccccc2)c2ccccc2)cc1 | 11.5 | 1.8 | . | -2.1 | -4.1
O=C(OCc1cn([C@@H]2C[C@H](c3ccccc3)N(C(=O)c3cccs3)C[C@H]2O)nn1)c1ccccc1 | -7.8 | -0.1 | . | -3.9 | 3.8

Further entries
SMILES	C2C12 statin	GSIS activator	F508del corr	Cneo AK release	PGC1a acetyl inh	PglD inh	FN deposition inh	miR-122 sensor
COc1cccc(S(=O)(=O)N[C@H]2CC[C@@H](CC(=O)NC3CCC3)O[C@@H]2CO)c1	19.2	0.4	-2.3	0.9	15.9	-3.3	.	.
O=C(CCl)Nc1c[nH]c(=O)[nH]c1=O	.	0.8	-1.8	.	-8.5	.	6.8	.
CC(CCc1ccco1)N(C)S(=O)(=O)c1csc(C(N)=O)c1 (stereo not drawn)	10.2	7.8	0.5	-1.8	-2.5	1.8	4.3	4.7
COC(=O)/C(C#N)=C/c1c(N2CCN(c3ccc(OC)cc3)CC2)nc2c(C)cccn2c1=O	8.0	2.9	-3.5	-2.1	.	0.5	-6.5	.
COc1cccc(N(CC(=O)NCCSc2ccccc2)S(C)(=O)=O)c1	-3.0	11.4	.	0.6	5.9	1.9	-7.5	-0.2
Cc1cccc(C(O)c2ncc(-c3ccc(C(F)(F)F)cc3)[nH]2)c1C (stereo not drawn)	-2.1	-12.1	0.1	0.1	6.0	3.8	0.8	5.3
O=C(Cn1cc(C(F)(F)F)ccc1=O)Nc1ccc(N2CCOCC2)cc1	11.6	33.4	-5.9	2.8	-0.9	3.3	.	-7.6
COc1ccc2[nH]c(C)c(CCNc3ccc(C(F)(F)F)cc3[N+](=O)[O-])c2c1	.	-10.4	.	-0.3	.	5.8	3.7	22.3
O=c1c2c3c(sc2[nH]c(=S)n1Cc1ccco1)CCC3	43.5	-55.0	3.2	-1.7	-45.5	3.4	-6.3	0.8
Cn1c(=O)c2c(nc(N3CCC(C(N)=O)CC3)n2CCSc2nc3ccccc3s2)n(C)c1=O	-16.7	0.3	0.1	-2.4	0.3	2.5	2.4	-1.0
COC(=O)c1sc(N)c(C(=O)OC)c1COC(=O)C12CC3CC(CC(O)(C3)C1)C2	-19.9	-2.0	0.2	11.8	-7.0	-2.6	-13.3	-0.4
O=C(Nc1cccc(OC(=O)c2ccc(Br)o2)c1)c1ccccc1	.	5.9	1.0	-3.3	.	.	-1.7	.
Cc1ccc(NC(=O)c2cccc(S(=O)(=O)N3CCCC3)c2)nc1	10.5	6.9	1.5	-1.4	-13.3	1.4	7.4	4.1
Cc1cccc(CN(C)C[C@H]2OCc3cn(nn3)CCCC(=O)N([C@H](C)CO)C[C@H]2C)c1	6.8	-8.0	-1.1	-16.1	-5.1	-0.8	-8.1	-4.0[16.7 µM]
COc1ccc(NC(=O)N(C)C[C@H]2Oc3ncc(C#CCN(C)C)cc3C(=O)N([C@@H](C)CO)C[C@@H]2C)cc1	16.0	3.9	-1.2	2.6	-1.0	0.2	2.5	4.7[16.7 µM]
O=C(Cc1ccc(Cl)cc1)Nc1cccnc1	-17.5	-4.1	-1.7	0.3	-3.7	-3.0	3.4	-0.2
CN(C)S(=O)(=O)c1cccc(NC(=O)c2ccc(NS(=O)(=O)c3cccs3)cc2)c1	1.1	9.7	3.3	-1.5	-7.6	1.1	2.4	-0.3
COc1ccc(C(=O)Nc2c3c(nn2-c2ccc(Cl)cc2)CS(=O)(=O)C3)cc1	5.1	-5.4	0.1	2.6	-8.2	1.3	-5.6	-6.6
Cc1cccc(NC(=O)c2sc3nc(C)nc(N4CCOCC4)c3c2C)c1	1.9	16.8	-5.2	0.9	.	-1.5	-8.6	-4.8
COC(=O)c1ccc(CN2C(=O)NC3(CCCCC3)C2=O)cc1	7.9	-7.4	-0.3	.	.	.	0.2	-1.1
CCOC(=O)c1[nH]c2ccc(OC)cc2c1NC(=O)OC	-3.2	.	.	3.2	-8.3	-1.7	.	-4.5
COc1ccc2nc(SCC(=O)Nc3ccc4sc(C)nc4c3)c(C#N)cc2c1	.	.	.	-4.0	.	-3.0	-3.5	-2.3
O=C(CN(C(=O)c1csnn1)c1cccc(C(F)(F)F)c1)NCCc1ccccc1	9.5	-2.2	-3.5	-2.4	-3.7	0.9	7.8	-6.7
C[C@@H]1CN([C@@H](C)CO)S(=O)(=O)c2ccc(C#Cc3ccncc3)cc2O[C@H]1CN(C)C(=O)Nc1ccc2c(c1)OCO2	2.4	-11.3	2.7	2.0	2.3	2.7	.	-11.3[16.7 µM]
CN1c2ccc(Br)cc2[C@@H]2[C@@H](CCN2C(=O)Nc2ccc(F)cc2)[C@@H]1CO	20.6	-13.0	1.9	47.3	2.9	-2.7	6.6	-9.2[16.7 µM]
COc1cccc(N2CCN(C(=O)CC(NC(=O)c3ccccc3)c3ccccc3)CC2)c1 (stereo not drawn)	-1.1	-25.3	-1.0	-2.2	.	-7.7	6.1	.
Cc1c(C(=O)OCC(=O)NCc2ccco2)oc2ccccc12	-7.6	7.8	-5.1	-0.8	-2.0	0.3	0.9	1.6
COc1ccc(NC(=S)Nc2cccc3ccccc23)cc1OC	.	8.7	1.9	10.6	.	1.7	7.2	.
O=C(Nc1ccc(F)cc1)N1C[C@@H]2[C@H](c3ccccc31)[C@@H](CO)N2C(=O)c1ccc(F)cc1	-6.7	-9.4	1.6	-5.6	5.1	-1.7	10.7	8.3[16.7 µM]
CC(Sc1ccccn1)C(=O)Nc1ccccc1 (stereo not drawn)	6.7	7.6	.	4.3	-13.5	-1.8	-5.5	-10.5
N#CC1=C2N=C(N)c3ccccc3N2C2=C(C(=O)CCC2)C1c1cccc(Cl)c1 (stereo not drawn)	41.8	-9.4	0.7	1.4	-4.2	-5.2	3.5	61.0
CSc1ccc(CNC(=O)C2CCC(=O)N(CCc3ccc(Cl)cc3)C2)cc1 (stereo not drawn)	-1.9	-3.2	-7.5	-0.1	0.7	13.8	5.2	-4.8
Cc1ccc(CCNC(=O)C2CCC(=O)N2CCc2ccccc2)cc1 (stereo not drawn)	19.0	5.2	.	0.8	-15.1	-1.5	3.6	.
Cc1ccccc1N(C(=O)Cc1cccs1)C(C(=O)NCC1CCCO1)c1cccnc1 (stereo not drawn)	1.4	.	.	0.0	7.9	0.5	.	9.7
Cc1noc(C)c1NC(=O)N(C)C[C@@H]1OCCCC[C@@H](C)Oc2ccc(NC(=O)Nc3ccc4c(c3)OCO4)cc2C(=O)N([C@@H](C)CO)C[C@H]1C	3.9	-6.9	-0.6	0.9	-16.7	-3.7	.	18.0[16.7 µM]
CCn1c(=N)n(CC(=O)C(C)(C)C)c2ccccc21	-31.9	17.9	1.8	-0.5	-5.8	-0.8	.	.
Cc1cc(C)c(S(=O)(=O)N/N=C/c2ccc3c(c2)OCO3)c(C)c1	0.9	3.2	-2.6	-0.6	17.7	4.7	.	-4.0
C[C@H]1CCC[C@@]2(O[C@H](CCO)C[C@H](O)[C@H]2O)O1	-6.9	-1.0	0.9	1.6	-3.1	-0.9	-18.8	-1.6
COc1cc(Cl)c(CN2CCCC(CO)(Cc3ccccc3F)C2)cc1OC (stereo not drawn)	8.8	1.0	-2.6	-1.3	-18.4	16.5	6.6	0.7
COc1ccc(Cn2nnnc2CN(Cc2cc3cc(C)ccc3[nH]c2=O)C2CCCC2)cc1	-2.9	2.6	1.0	-0.6	-3.8	-4.5	.	9.1
C[C@@H](NC(=O)C[C@@H]1C=C[C@@H](NC(=O)Cc2ccccn2)[C@@H](CO)O1)c1ccccc1	-8.8	3.0	-0.6	-2.1	0.0	0.1	-14.3	.
Cc1ccc(S(=O)(=O)Nc2ccc3c(c2)C(=O)N([C@H](C)CO)C[C@@H](C)[C@@H](CN(C)Cc2ccc4c(c2)OCO4)O3)cc1	33.5	17.6	-0.5	-1.2	-4.9	-2.7	.	-4.0[16.7 µM]
COc1ccc(NC(=O)c2ccc(-n3cccn3)c([N+](=O)[O-])c2)cc1	.	-3.2	-3.3	.	-1.7	.	0.0	.
COc1cc(CC(NC(C)=O)C(=O)NC2CCN(C(=O)Nc3ccc(C)cc3)CC2)cc(OC)c1 (stereo not drawn)	0.1	8.0	-1.0	0.2	.	-1.0	-4.8	.
